# Screening results: PubChem, several laboratories
# Keap1-Nrf2 PPI = Keap1-Nrf2 protein-protein interaction inhibitors, primary screen, biochemical, fluorescence polarization, single point; AID 504523, 2011; inhibition, % at 9.4 µM; hit rate 0.15% among 340,000; Keap1 Kelch-Nrf2 peptide fluorescence polarization, 1536-well; in the data active means inhibition above about 12%;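 further: human Keap1 Kelch domain with fluorescein labeled Nrf2 9mer peptide probe; 0% = neutral control wells and 100% = peptide positive control; higher means more block of Keap1 binding to Nrf2 peptide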
# CAL PDZ FP = untagged CAL PDZ binding inhibitors, primary screen, biochemical, fluorescence polarization, HTS; inhibition, % at 24.9 µM; purified CAL PDZ, TMR-peptide fluorescence polarization, 1 h; AID 602252, 2012; hit rate 0.92% among 300,000;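 active means mean inhibition of at least 30% with at least half of replicates also reaching 30%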;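 further: 0% = DMSO neutral control and 100% = excess unlabeled competitor peptide PRC23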
# HTR5A inv ag = HTR5A inverse agonists in luminescence cell assay, primary screen, counter-screen for OPRM1-OPRD1 heterodimer inverse agonist project, full-deck HTS | AID 504634, 2011 | HTR5A cell line, inverse agonism | inhibition, % at 9.3 µM | hit rate 0.083% among 340,000 | 5-hydroxytryptamine receptor 5A (Homo sapiens), P47898; in the data active means inhibition mostly above about 23%, no sharp cut-off; inactive means mostly below about 18%;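 further: 0% = cells with DMSO and 100% = no-cell wells with DMSO; some compounds called inactive have numbers as strong as hits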
# OPRM1-OPRD1 ag = agonists of OPRM1-OPRD1 heterodimerization, primary screen, cell-based, luminescence; hit rate 0.3% among 340,000; activation, % at 9.3 µM; cells; Mu-type opioid receptor (Homo sapiens) + Delta-type opioid receptor (Homo sapiens), …; AID 504326, 2011; in the data active means activation above about 18%;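 further: 0% = vehicle-treated cells and 100% = reference agonist; values of inactives mirror those of a sister screen read the other way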
# Target sequence (P35372 whole entry, looked up): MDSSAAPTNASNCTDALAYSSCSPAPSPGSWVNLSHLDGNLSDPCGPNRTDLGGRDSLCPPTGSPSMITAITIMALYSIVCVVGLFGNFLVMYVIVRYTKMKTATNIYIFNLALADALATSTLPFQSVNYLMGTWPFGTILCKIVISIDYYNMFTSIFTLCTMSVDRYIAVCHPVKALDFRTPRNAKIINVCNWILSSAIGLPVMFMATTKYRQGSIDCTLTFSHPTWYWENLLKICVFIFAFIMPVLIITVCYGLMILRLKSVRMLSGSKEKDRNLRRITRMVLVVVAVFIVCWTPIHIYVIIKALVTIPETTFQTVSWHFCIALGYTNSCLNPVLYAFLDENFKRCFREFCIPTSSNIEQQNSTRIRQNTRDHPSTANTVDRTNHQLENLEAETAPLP
# Target sequence (P41143 whole entry, looked up): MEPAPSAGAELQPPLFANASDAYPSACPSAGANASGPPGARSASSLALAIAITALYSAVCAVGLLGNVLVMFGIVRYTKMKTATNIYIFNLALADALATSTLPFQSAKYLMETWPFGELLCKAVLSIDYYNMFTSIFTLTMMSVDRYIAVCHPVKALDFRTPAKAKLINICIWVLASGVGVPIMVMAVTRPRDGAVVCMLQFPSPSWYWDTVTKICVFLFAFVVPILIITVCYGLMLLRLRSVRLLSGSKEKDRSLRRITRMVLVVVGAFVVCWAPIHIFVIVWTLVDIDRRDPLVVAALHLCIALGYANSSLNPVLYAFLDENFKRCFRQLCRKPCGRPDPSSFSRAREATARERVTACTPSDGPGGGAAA
# LANA DNA inh = inhibitors of KSHV C-LANA binding to DNA, primary screen, biochemical, fluorescence polarization, FAM-LBS DNA, MBP-C-LANA, single point. hit rate 0.078% among 340,000. Kaposi's sarcoma herpesvirus LANA C-terminal domain (residues 932-1162) DNA binding. inhibition, % at 9 µM;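 active means highest replicate inhibition at or above 60% at 9 µM, even if other replicates fall short; inactive means all replicates below 60% inhibition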;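 further: 0% = neutral control wells and 100% = 4 µM acridine orange control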
# Cardiac RTF inh = cardiac RTF calcium sensitivity inhibitors, primary screen, biochemical, IANBD-TnC fluorescence, EC70 calcium. hit rate 0.12% among 340,000. inhibition, % at 7.15 µM. IANBD-labeled cardiac RTF, Ca2+ fluorescence. Troponin I, cardiac muscle (Homo sapiens) + Troponin T, cardiac muscle (Homo sapiens) + …. AID 493244, 2011;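 active means inhibition above the mean inhibition of all tested compounds plus 3 SD, cut at about 17% in these data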;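 further: assay run at fixed EC70 calcium of 1.6 mM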
# MOR-DOR inv ag = inverse agonists of MOR-DOR heterodimerization, primary screen, cell-based, luminescence | Mu-type opioid receptor (Homo sapiens) + Delta-type opioid receptor (Homo sapiens), … | cell-based MOR-DOR heterodimer luminescence, inverse agonism | inhibition, % at 9.3 µM | hit rate 0.21% among 340,000 | AID 504357, 2011; in the data active means inhibition above about 22%, passing the limit was not always enough;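 further: 0% = cells with DMSO and 100% = wells without cells with DMSO; values of inactives mirror those of a sister screen read the other way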
# V-ATPase pH = regulators of yeast V-ATPase proton pumping, primary screen, pHLuorin cytosolic pH fluorescence; AID 504577, 2011; response, % at 10 µM; S. cerevisiae; hit rate 0.37% among 350,000; in the data active means response mostly above about 7.3%, no sharp cut-off; inactive means mostly below about 5.4%; further: actives read high; inactives centre near 0; some compounds called inactive have numbers as strong as hits; reference of the scale not given here
# HTR5A ag ctr = HTR5A agonists in luminescence cell assay, primary screen, counter-screen for OPRM1-OPRD1 heterodimer agonist project, full-deck HTS; 5-hydroxytryptamine receptor 5A (Homo sapiens), P47898; cell-based; activation, % at 9.3 µM; hit rate 0.61% among 340,000; in the data active means activation mostly above about 9.5%, no sharp cut-off; inactive means mostly below about 7.6%;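 further: 0% = cells with vehicle only and 100% = reference agonist; strong numbers were not always called active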
# RTF Ca sens act = cardiac RTF calcium sensitivity activators, primary screen, biochemical, IANBD-TnC fluorescence, EC20 calcium; hit rate 0.24% among 340,000; AID 493008, 2010; Troponin I, cardiac muscle (Homo sapiens) + Troponin T, cardiac muscle (Homo sapiens) + …; IANBD-labeled TnC RTF fluorescence at EC20 calcium; 0% EC20 calcium, 100% full calcium; activation, % at 7.2 µM;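 active means activation above the mean over all tested compounds plus 3 SD, cut at about 30% in these data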;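 further: rise in fluorescence read as greater calcium sensitivity of cardiac thin filaments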
# * marks the source's active call; other numbers are inactive results; . = no result given; + = active, no number.
Molecule	Keap1-Nrf2 PPI	CAL PDZ FP	HTR5A inv ag	OPRM1-OPRD1 ag	LANA DNA inh	Cardiac RTF inh	MOR-DOR inv ag	V-ATPase pH	HTR5A ag ctr	RTF Ca sens act
NS(=O)(=O)c1ccc(CCNC(=O)c2coc3ccccc3c2=O)cc1	1	0	-6	-1.8	0.1	4	9	-1	0	-3
COc1ccc(/C=N\NC(=O)c2ccccc2Br)cc1COc1ccc(F)cc1	-5	-1	-5	-3.6	1.4	1	12	-1	0	0
Cc1cc(-c2cc(C)c(N)cc2C)c(C)cc1N	-1	.	-13	-2.4	-0.1	4	13	-2	4	-10
Cc1ccc2ccc3ccc(C)nc3c2n1	4	9	-1	-2.1	2.0	-10	12	-1	0	0
O=C(NCCN1CCOCC1)c1cccc(S(=O)(=O)NCc2ccccc2)c1	-1	.	11	-1.1	-0.3	-8	7	-1	-8	4
CCOc1cc(CNc2ccc3c(c2)OCCO3)cc(Br)c1OCC	-5	-2	-25	-0.4	-0.9	-62	2	0	1	-2
O=c1[nH]c(CCl)nc2cc(-c3ccc(F)cc3)sc12	-3	-4	-21	0.5	-0.2	-5	-2	2	9	-3
CC(Oc1ccc2c(-c3ccccc3)cc(=O)oc2c1)C(=O)NCCN1CCOCC1 (stereo not drawn)	-1	-2	18	-0.1	-1.6	2	1	3	3	-4
CCOc1ccc(NC(=O)CCC(=O)NNC(=O)NC2CCCCC2)cc1	-1	2	-5	0.2	-0.7	-3	-1	1	0	3
COC(=O)c1ccccc1NC(=O)Nc1cccc(C)n1	-3	-1	4	-1.0	0.8	8	5	20	-2	-1
FC(F)(F)c1cnc(N/N=C/c2ccncc2)c(Cl)c1	0	-3	-5	-2.3	-15	8	12	-1	2	-5
CCOC(=O)C1CN(S(=O)(=O)c2ccc(OC)cc2)c2ccccc2O1 (stereo not drawn)	-1	5	-8	-3.5	-0.8	0	16	4	2	-6
CCOC(=O)c1sc(NC(=O)CNC(=O)Cn2cnc3sc(C)c(C)c3c2=O)nc1C	2	-3	0	-2.5	-3.1	2	11	-2	-3	0
Cc1ccc2nc(SC(C)C(=O)N3CCCCC3)[nH]c2c1 (stereo not drawn)	1	-1	5	0.0	-2.3	-10	0	2	5	1
CCCn1c(N2CCN(CC(=O)c3c(C)n(C)c4ccc(OC)cc34)CC2)nc2c1c(=O)[nH]c(=O)n2C	3	0	5	-1.5	-0.2	-2	8	1	3	6
COc1ccc(NC(=O)CN2CCN(c3nc(-c4ccc(F)cc4)cs3)CC2)c(OC)c1	-2	0	-1	2.7	1.7	-8	-19	5	0	-1
COc1ccc(NC(=O)Nc2ccccc2C)c(OC)c1	0	-5	2	-0.5	0.3	0	3	-3	-2	-1
CCOc1ccc(S(=O)(=O)NCC(=O)NC2CCCCC2)cc1	-2	.	-4	-1.0	0.1	0	5	2	1	4
Cc1noc(C)c1COc1ccc(C(=O)OCC(=O)NC2CCCCC2C)cc1 (stereo not drawn)	-3	-1	-11	-0.8	0.1	-1	5	-4	0	9
O=C(N/N=C/c1c[nH]c2ccccc12)c1ccn(Cc2ccc(Cl)cc2Cl)n1	-5	-1	-19	0.7	0.2	0	-3	-2	3	-3
COc1ccc(C)cc1NC(=O)CN1C(=O)COc2ccc(C)cc21	-4	-1	-14	-1.8	1.6	-2	9	-2	5	3
COC(=O)C1CC2=C(CCCC2=O)N(Cc2ccccc2)C1=O (stereo not drawn)	-3	0	7	-1.4	-1.1	-5	7	0	-2	2
CC(=O)Nc1cccc(NC(=O)CCNC(=O)c2ccc(Cl)cc2)c1	-2	-4	1	-3.4	-0.1	-5	16	1	0	-7
CC1CCCN(c2cc3c(cc2[N+](=O)[O-])C(=O)N(c2ccccc2)C3=O)C1 (stereo not drawn)	7	1	-13	3.3	-0.1	-10	-17	-1	4	-3
COc1ccc(OC)c(/C=N/NC(=O)CCc2c(C)n[nH]c2C)c1	-3	.	-4	-0.9	.	-2	5	1	-2	4
COc1ccc(CC(=O)Nc2nc(-c3ccccc3)c(C(C)=O)s2)cc1OC	-10	-1	-29	3.4	-0.5	6	-28	-2	10	-5
O=C(Nc1ccc(-c2nc3ccccc3[nH]2)cc1)c1c(F)c(F)c(F)c(F)c1F	-5	-2	10	-3.9	2.2	-20	19	-4	-2	13
CCc1ccccc1NC(=O)CSC1=C(C#N)C(c2ccc3c(c2)OCO3)C2=C(CCCC2=O)N1 (stereo not drawn)	-1	0	-13	0.2	-0.8	-5	-1	-2	-2	0
Cn1ncc2c(Nc3ccc(-c4ccccc4)cc3)ncnc21	4	-3	9	2.2	0.4	-5	-13	.	0	-17
C[C@H](CO)N1C[C@H](C)[C@@H](CN(C)S(C)(=O)=O)Oc2ccc(NC(=O)c3ccncc3)cc2C1=O	-6	-3	-16	-2.1	1.4	0	10	-2	2	1
COC1=CCC2([N+](=O)[O-])CN(CC(=O)O)CC1([N+](=O)[O-])C2 (stereo not drawn)	-2	.	2	-0.7	-0.9	-7	4	4	-1	1
CCOP(=O)(CN(CC)C(=O)c1ccccc1Br)OCC	-1	.	9	-1.0	18	-4	5	-1	-1	10
O=C(CSc1nc2ccccc2o1)Nc1ccccc1N1CCOCC1	-7	-2	-11	1.1	-1.2	0	-5	2	-2	-2
O=C(CSc1nnnn1-c1ccccc1)Nc1ccccc1	-6	-4	7	0.3	-0.1	-2	-1	7	-2	-4
COc1cc(/C=N/NC(=O)c2ccncc2)c([N+](=O)[O-])cc1OC	3	1	5	-2.2	0.7	5	13	2	-1	-1
COC(=O)c1c(C)[nH]c(-c2csc(N)n2)c1C	-4	-2	-1	-2.7	-0.9	-31	13	2	2	4
O=C(O)c1cccc(S(=O)(=O)NNc2ccccc2C(F)(F)F)c1	1	+	8	-0.9	1.5	-4	5	-2	-3	-11
O=C(c1ccc2nccnc2c1)N1CCCC(Nc2ccc(F)c(F)c2)C1 (stereo not drawn)	1	51*	-2	-3.8	-0.9	-4	20	-3	1	-2
Nc1ncncc1-c1ccc(Cl)cc1	4	-7	6	-1.0	-3.4	-5	5	-4	0	1
Cc1ccc(S(=O)(=O)N2CCC(c3nnc(SCCN4CCCC4)n3C)CC2)cc1	5	3	-6	2.3	0.9	8	-18	-1	2	-2
CCCn1c(SCC(=O)N2c3ccccc3Sc3ccccc32)nc2c1c(=O)n(C)c(=O)n2C	-2	-3	10	-0.1	-2.5	-6	1	0	-3	2
NC(=O)Cn1c(O)c(N=NC(=O)CNC(=O)/C=C/c2ccccc2)c2ccccc21	-1	3	0	-1.6	-0.7	-3	8	-4	0	-4
O=C(CSc1nnc(Cc2cccs2)n1Cc1ccco1)Nc1ccc(Br)cc1	-10	-5	-25	3.4	-2.2	8	-19	-2	-3	0
O=C(CC(C(=O)N1CCc2ccccc21)n1ccnc1)NCc1ccccc1 (stereo not drawn)	1	.	-4	-1.8	-0.2	-5	10	5	0	-2
Cc1ccc(/C=N/NC(=O)c2nnn(-c3nonc3N)c2CN(C)C)o1	-8	-5	4	-1.0	0.5	-2	5	-1	-2	-4
Cn1nc(-c2ccc(Cl)cc2)c2cc(C(=O)N3CCN(c4ccccc4)CC3)sc21	-2	.	6	-1.4	-1.6	-1	7	5	-2	-5
O=C(c1ccccc1)N(Nc1ccccc1)c1ccccc1	0	-3	5	-3.5	-1.6	-4	17	4	-2	-1
COc1ccc(OCC(=O)Nc2ccc(S(=O)(=O)N(C)c3ccccc3)cc2)cc1	6	2	4	-0.9	-0.8	0	5	0	1	-6
Cn1c(=O)n(C)c2cc(NS(=O)(=O)c3ccc(Br)s3)ccc21	0	-23	15	-3.3	-0.1	-2	17	4	3	3
C/C(Cn1nnc([N+](=O)[O-])n1)=N\NC(=O)c1ccc(O)cc1	-3	16	17	7.6	0.0	0	-40	1	-6	8
CCOC(=O)COc1ccccc1/C=C1\NC(=O)NC1=O	1	-4	2	-2.3	-0.8	-5	12	-2	-1	-3
CCC(c1nnnn1C(C)(C)CC)N(CCCN1CCOCC1)Cc1cc2cccc(C)c2[nH]c1=O (stereo not drawn)	-5	-4	-9	-1.5	1.9	-4	8	0	1	3
O=Cc1cc(Br)c(OC(=O)N2CCOCC2)c(Br)c1	-4	-6	8	-1.9	0.6	0	9	2	-2	1
O=[N+]([O-])c1cccc(/C=C/c2nc[nH]c2[N+](=O)[O-])c1	-4	-1	0	0.3	-1.8	5	-2	-5	0	5
CCOC(=O)N1CCC(NC(=O)c2cccc3c2C(=O)N(Cc2cccnc2)C3)CC1	-1	2	8	-0.9	0.2	-6	5	2	0	7
O=C(CSc1nc(Nc2ccccc2)nc(N2CCOCC2)n1)Nc1ccccc1Cl	1	-3	1	3.2	0.4	-2	-18	0	0	0

# Carrying on:
Molecule	Keap1-Nrf2 PPI	CAL PDZ FP	HTR5A inv ag	OPRM1-OPRD1 ag	LANA DNA inh	Cardiac RTF inh	MOR-DOR inv ag	V-ATPase pH	HTR5A ag ctr	RTF Ca sens act
COC(=O)c1ccc(NC(=O)Cc2ccc(F)cc2)cc1	-4	-3	-6	4.1	-0.3	-1	-20	-2	2	4
O=C(NCc1ccco1)C1CC2CCC1C2 (stereo not drawn)	-2	-8	3	-0.6	1.5	-3	3	.	-1	6
CC(C)N(C(=O)COC(=O)c1ccc(Cl)s1)c1ccccc1	-1	-1	-25	-2.7	0.2	0	12	-3	10	-3
O=C(COC(=O)Cn1cnc2ccccc21)Nc1ccc2c(c1)C(=O)c1ccccc1C2=O	-2	-4	-5	6.3	-1.5	1	-46	0	0	-5
CCOC(=O)C1=C(C)N(CCCC(=O)O)C(=O)NC1c1ccccc1OS(=O)(=O)c1ccc([N+](=O)[O-])cc1 (stereo not drawn)	-1	-3	17	14	0.5	-7	-75	1	-7	-5
Cc1cc(C)n(-c2ccc3nncn3n2)n1	-4	0	5	-2.5	-0.4	-5	14	-3	-2	-1
Nc1ccc(CCc2ccc(N)cc2)cc1	-3	.	-5	-1.5	1.8	0	8	1	-1	6
Fc1ccc(CSc2nnc(CN3CCOCC3)n2-c2ccccc2)c(Cl)c1	-2	-6	9	-3.0	-1.2	-10	18	0	-4	1

# An unsorted share of the library (roughly 2.8% active in at least one column).
